# EBV gp42 block: Epstein-Barr virus gp42 inhibitors, primary screen, biochemical, uHTS, fluorescence polarization | Glycoprotein 42 (Epstein-Barr virus (strain AG876)), Q1HVG2 | Fluorescence polarization binding assay, mP read-out | inhibition, % (tested at 21.74 µM) | hit rate 0.42% among 220,000 | AID 1085, 2008; in the data active = inhibition above about 50%
# Target sequence (Q1HVG2 whole entry, looked up): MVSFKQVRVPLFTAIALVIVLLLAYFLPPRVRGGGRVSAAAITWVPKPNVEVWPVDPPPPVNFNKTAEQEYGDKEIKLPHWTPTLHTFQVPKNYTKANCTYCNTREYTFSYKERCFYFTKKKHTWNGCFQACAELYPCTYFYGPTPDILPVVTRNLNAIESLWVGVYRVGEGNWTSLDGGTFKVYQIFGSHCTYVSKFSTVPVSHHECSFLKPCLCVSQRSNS
# zfTRPN1 agonist: zebrafish TRPN1 channel agonists, primary screen, cell-based, HEK293, calcium fluorescence. transient receptor potential cation channel N1 (TRPN1/NompC), Danio rerio. HEK293 zebrafish TRPN1-YFP, Fluo-8 calcium fluorescence; 100% = response to 87 µM carbachol. activation, % at 3 µM. hit rate 0.18% among 220,000. AID 1424, 2008;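 active = activation above its plate's cutoff, the mean activation of test wells on that plate plus 3 SD, cut at about 19% in these data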;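 note: 0% = DMSO alone and 100% = 87 µM carbachol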
#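 Assay system: Zebrafish TRPN1-YFP in HEK293 cells | Incubation: Dye loading 1 h at 37 °C, then 30 min room temperature | Measured by: Kinetic Fluo-8 fluorescence, ex 470-495, em 515-575 nm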
# KCC2 mod: KCC2 cotransporter modulators, thallium flux, primary screen, cell-based, HEK293 KCC2, FluoZin-2 fluorescence, MLSMR; Solute carrier family 12 member 5 (Homo sapiens), Q9H2X9; KCC2 cells, thallium flux FluoZin-2 fluorescence; B-score of Tl+ flux slope (higher = more flux/activation; lower = inhibition) at 10 µM; hit rate 2.2% among 190,000;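 active = thallium flux slope and its plate-corrected score both differing from the plate sample mean at a set confidence after two filtering rounds, in either direction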;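 note: slope of fluorescence scaled to starting intensity during 10 to 20 s after thallium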
# TRPML3 ag: human TRPML3 channel agonists, primary screen, cell-based, HEK293 TRPML3-YFP, Fluo-8 calcium fluorescence, 3 µM. AID 1448, 2008. 100% = the carbachol control signal. Mucolipin-3 (Homo sapiens), Q8TDD5. hit rate 0.29% among 220,000. activation, % at 3 µM;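 active = activation above its plate's cutoff, the mean activation of the plate's test wells plus 3 SD, cut at about 12% in these data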;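 note: 0% = DMSO only wells and 100% = carbachol wells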
# Target sequence (Q8TDD5 whole entry, looked up): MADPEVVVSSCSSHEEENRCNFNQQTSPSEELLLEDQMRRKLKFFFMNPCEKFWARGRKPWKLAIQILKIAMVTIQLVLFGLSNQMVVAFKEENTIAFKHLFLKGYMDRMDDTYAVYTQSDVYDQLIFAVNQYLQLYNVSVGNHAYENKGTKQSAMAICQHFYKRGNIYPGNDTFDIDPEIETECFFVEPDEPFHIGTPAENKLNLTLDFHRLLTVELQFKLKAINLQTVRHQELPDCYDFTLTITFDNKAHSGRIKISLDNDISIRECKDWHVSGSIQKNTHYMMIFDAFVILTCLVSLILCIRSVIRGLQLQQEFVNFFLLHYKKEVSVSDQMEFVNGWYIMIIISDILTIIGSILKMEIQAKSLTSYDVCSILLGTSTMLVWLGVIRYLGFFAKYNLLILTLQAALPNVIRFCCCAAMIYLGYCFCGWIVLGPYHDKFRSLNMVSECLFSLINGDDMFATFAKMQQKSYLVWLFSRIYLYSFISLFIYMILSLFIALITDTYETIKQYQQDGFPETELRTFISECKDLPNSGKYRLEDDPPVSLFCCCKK
#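 Test system – HEK293 line with stable expression of human TRPML3-YFP channel · Control set – carbachol 87 µM final as high control (100%), DMSO as low control (0%) · Signal – Fluo-8 calcium dye fluorescence, ex 470-495, em 515-575 nm · Incubation – 1-h 37 °C dye load, 5-s basal, 120-s post-compound reads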
# PPC-1+TRAIL kill: compounds killing PPC-1 cancer cells with TRAIL present, primary screen, TRAIL potentiator project, ATPLite luminescence, uHTS; PPC-1 cells + TRAIL, ATPLite viability luminescence; cell killing (% activity), % at 4 µM; hit rate 0.41% among 220,000; AID 1443, 2008;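 active = cell killing above 50% in the first pass at 4 µM, then a duplicate retest at 5 µM averaging 50% or more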;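 note: plate controls were cells with TRAIL plus DMSO for no effect and medium-only wells lacking cells for full effect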
# m-calpain inh: inhibitors of pig calpain II, primary screen, biochemical, fluorogenic peptide substrate, 1536-well. purified calpain II, 30 min. inhibition, % at 16 µM. hit rate 0.37% among 220,000. AID 1236, 2008;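 active = inhibition above about 50%, limit read from the data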
# Furin inhibitor: human furin inhibitors, primary screen, biochemical, fluorescence intensity | P09958 | purified furin, fluorogenic substrate cleavage | inhibition, % at 30 µM | hit rate 0.061% among 220,000 | AID 463115, 2010; in the data active = inhibition above about 25%; note: inactives centre near -15
# thrombin 1536: human alpha-thrombin inhibitors, primary screen, counter-screen for coagulation protease inhibitor project, biochemical, 1536-well, fluorogenic AMC substrate. Prothrombin (Homo sapiens), P00734. Boc-VPR-AMC fluorogenic substrate cleavage. inhibition, % at 5 µM. hit rate 0.26% among 220,000;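 active = inhibition at or above 40%; inactive = inhibition below 40%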;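 note: 0% = enzyme with no compound and 100% = wells without enzyme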
#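 System: human alpha-thrombin protein; Compound dosing: one concentration per compound, 5 µM, with 0.2% DMSO; Timing: reaction at room temperature; Technique: AMC fluorescence, 355/460 nm; Controls: enzyme without compound as high, wells lacking enzyme as low.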
# Tb hexokinase: Trypanosoma brucei hexokinase 1 inhibitors, primary screen, biochemical, G6PDH-coupled NADH absorbance, MLSCN library; hexokinase 1 [Trypanosoma brucei]; AID 1430, 2008; recombinant TbHK1, G6PDH-coupled NADH A340; inhibition, % at 10 µM; hit rate 0.11% among 220,000;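 active = inhibition of 50% or more in the single-dose primary screen; inactive = inhibition below 50%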
# Active calls of the source: *; x = not tested or not shown; [ ] = remark or other dose.
1	O=c1[nH]c2ccc(Cl)cc2c(-c2ccccc2)c1N1CCOCC1
2	CC(C)N1C(=O)C2C(C(=O)NCc3ccccc3)C3C=CC2(O3)C1C(=O)NC(C)(C)C (stereo not drawn)
3	COc1ccc(C(=O)/C=C/c2ccc(F)cc2)c(OC(=O)c2ccc([N+](=O)[O-])cc2)c1
4	Cc1ccc(-c2nnc3cccc(Cl)n23)cc1
5	CCCC(=O)N(CCN(C(=O)CCC)c1ccccc1)c1ccccc1
6	CC(=O)N(c1ccccc1)c1nc(C)cc(C)c1C#N
7	CCCOc1ccc(Cc2c(Cl)nc(SC)nc2N(C)C)cc1
8	CN(CP(=O)(O)CN(C)S(C)(=O)=O)S(C)(=O)=O

entry no.,1,2,3,4,5,6,7,8
EBV gp42 block,2,-11,-11,0,-11,-16,-4,-11
zfTRPN1 agonist,-0.7,1.4,0.5,0.8,0.3,-1.0,-0.8,2.8
KCC2 mod,-0.45,2.8*,0.82,-0.19,0.015,0.52,0.13,0.12
TRPML3 ag,0.3,0.7,0.5,0.6,-0.9,-0.2,-0.8,0.3
PPC-1+TRAIL kill,15,-6,-14,20,22,4,11,-6
m-calpain inh,-49,-12,-16,-15,-12,-3,-9,20
Furin inhibitor,-26,-14,-9[20 µM],-30,-12[20 µM],-13[20 µM],-12,-11
thrombin 1536,43*,5,0,-2,1,-2,-6,9
Tb hexokinase,0,2,-6,2,0,-3,0,18

# Molecules from the list above containing a halogen, in the order listed:
1	O=c1[nH]c2ccc(Cl)cc2c(-c2ccccc2)c1N1CCOCC1
3	COc1ccc(C(=O)/C=C/c2ccc(F)cc2)c(OC(=O)c2ccc([N+](=O)[O-])cc2)c1
4	Cc1ccc(-c2nnc3cccc(Cl)n23)cc1
7	CCCOc1ccc(Cc2c(Cl)nc(SC)nc2N(C)C)cc1

entry no.,1,3,4,7
EBV gp42 block,2,-11,0,-4
zfTRPN1 agonist,-0.7,0.5,0.8,-0.8
KCC2 mod,-0.45,0.82,-0.19,0.13
TRPML3 ag,0.3,0.5,0.6,-0.8
PPC-1+TRAIL kill,15,-14,20,11
m-calpain inh,-49,-16,-15,-9
Furin inhibitor,-26,-9[20 µM],-30,-12
thrombin 1536,43*,0,-2,-6
Tb hexokinase,0,-6,2,0

# Profiles from above. Screens in order: EBV gp42 block	zfTRPN1 agonist	KCC2 mod	TRPML3 ag	PPC-1+TRAIL kill	m-calpain inh	Furin inhibitor	thrombin 1536	Tb hexokinase
# CCCOc1ccc(Cc2c(Cl)nc(SC)nc2N(C)C)cc1 across the screens: -4	-0.8	0.13	-0.8	11	-9	-12	-6	0
# CCCC(=O)N(CCN(C(=O)CCC)c1ccccc1)c1ccccc1 across the screens: -11	0.3	0.015	-0.9	22	-12	-12[20 µM]	1	0
# CN(CP(=O)(O)CN(C)S(C)(=O)=O)S(C)(=O)=O across the screens: -11	2.8	0.12	0.3	-6	20	-11	9	18
# Cc1ccc(-c2nnc3cccc(Cl)n23)cc1 across the screens: 0	0.8	-0.19	0.6	20	-15	-30	-2	2
# CC(C)N1C(=O)C2C(C(=O)NCc3ccccc3)C3C=CC2(O3)C1C(=O)NC(C)(C)C (stereo not drawn) across the screens: -11	1.4	2.8*	0.7	-6	-12	-14	5	2

# Further entries follow.
9	COCCn1c(N)c(C(=S)NC(=O)c2cccs2)c(=O)[nH]c1=O
10	O=C(Cc1c[nH]c2ccccc12)N1CCc2ccccc21
11	CCOC(=O)c1c(NC(=O)c2ccncc2)sc(C)c1C
12	COc1ccc(C(=O)N2CCN(c3c(C)cccc3C)CC2)cc1OC
13	COC(=O)c1ccccc1NC(=O)C1CC(c2ccccc2O)=NO1 (stereo not drawn)
14	CCN(Cc1ccccc1)S(=O)(=O)c1ccc(S(=O)(=O)N2CCN(CCC#N)CC2)cc1
15	Cc1c(N=Cc2ccc(-c3ccc(Cl)cc3)o2)c(=O)n(-c2ccccc2)n1C
16	Cc1cccc(NC(=O)c2sc3nc(-c4ccc(F)cc4)cn3c2C)n1

entry no.,9,10,11,12,13,14,15,16
EBV gp42 block,-10,-8,-3,12,2,-10,10,-50
zfTRPN1 agonist,0.1,0.6,0.1,6.6,-1.1,1.8,0.9,2.3
KCC2 mod,-0.015,-0.19,-0.31,0.46,0.52,0.64,-2.4,x
TRPML3 ag,0.1,0.1,-0.3,1.4,-0.3,-0.2,0.2,1.0
PPC-1+TRAIL kill,17,-2,10,12,13,18,18,7
m-calpain inh,19,-6,4,14,16,0,10,-327
Furin inhibitor,9,35*[20 µM],-16,2,-15[20 µM],-17,0,-22
thrombin 1536,1,5,-6,27,-6,2,-8,-2
Tb hexokinase,-24,3,-5,-9,2,2,-32,-19

17	CC(C)=CCN1CCN(Cc2cccn2-c2nccs2)CC1CCO (stereo not drawn)
18	CCc1ccccc1NC(=O)c1cc(C2CC2)on1
19	Cc1ccccc1Nc1nnc(SCc2cc(=O)n3ccsc3n2)s1
20	CCn1c(Cc2ccccc2)nnc1SCC(=O)N1CCCCC1
21	COc1ccc(NC(=O)CSc2nnc(NC(=O)CN3CCOCC3)s2)cc1
22	CCCCCNC(=O)C1CC=CCC1C(=O)O (stereo not drawn)
23	CCOC(=O)c1c(NC(=O)C2=C(C)NC(=S)NC2c2ccccc2C(F)(F)F)sc(C)c1C (stereo not drawn)
24	Cc1csc(NC(=O)C2CCCC2)n1

entry no.,17,18,19,20,21,22,23,24
EBV gp42 block,-16,-21,-18,1,10,-13,-20,-9
zfTRPN1 agonist,-0.3,x,2.0,0.6,0.9,0.4,2.2,0.7
KCC2 mod,0.076,0.75,-4.9*,0.063,-0.063,-0.053,-1.4,0.47
TRPML3 ag,1.0,x,0.7,0.0,1.1,-0.6,0.7,0.5
PPC-1+TRAIL kill,16,0,38,12,22,15,3,9
m-calpain inh,-23,-7,-38,-9,11,-19,-98,-31
Furin inhibitor,-30,-19,-11[20 µM],-24[20 µM],-16,-23[20 µM],-14,-18[20 µM]
thrombin 1536,-1,-6,3,1,2,4,-4,3
Tb hexokinase,0,-2,-9,5,2,2,-26,-6

25	CNC(=O)C(=O)N/N=C/c1cccnc1
26	O=C(N/N=C/c1ccccc1F)c1ccc(COc2ccccc2Cl)o1
27	Cc1noc2ncnc(N3CCN(c4cccc(Cl)c4)CC3)c12
28	CCOc1cc(CO)ccc1OCC(=O)N1CCCCC1
29	CCC(=O)Nc1cccc2cccnc12
30	Cc1nc(CN2CCCC2=NC#N)n(-c2ccccc2)n1
31	COc1ccc2nc(SCC(=O)Nc3ccccc3C#N)[nH]c2c1
32	Cc1nc(CCNC(=O)c2cccs2)cs1

entry no.,25,26,27,28,29,30,31,32
EBV gp42 block,-4,9,-1,5,0,-2,9,-13
zfTRPN1 agonist,0.5,-0.1,1.6,0.3,0.3,0.9,0.1,-0.1
KCC2 mod,-0.73,-3.9,-0.27,x,0.49,x,0.44,0.42
TRPML3 ag,0.4,0.4,2.0,-0.1,0.7,0.7,0.0,0.8
PPC-1+TRAIL kill,1,7,8,9,24,5,-3,11
m-calpain inh,17,-2,-14,17,8,-29,19,-14
Furin inhibitor,-19,-14,-18,-13,-20,-10,-22,-17[20 µM]
thrombin 1536,9,-4,-2,2,-9,-4,3,2
Tb hexokinase,-8,16,1,23,-6,-2,3,0

33	CCOc1cc(CNCC2CCCN2CC)cc(Cl)c1OC (stereo not drawn)
34	COc1ccc(N=Cc2c(O)n(-c3ccc(OC)cc3)c(=O)c3ccccc23)cc1
35	COc1ccc(C2c3c(C)nn(-c4ccccc4)c3NC(=O)N2c2ccccc2)cc1 (stereo not drawn)
36	COC(=O)c1ccc(COC(=O)CNS(=O)(=O)c2ccc(C)cc2)cc1
37	Cc1cc(-c2ccccc2)c2c3c(c(-c4ccccc4)n2n1)c(=O)n(C)c(=O)n3C
38	CC(=O)c1nn(-c2cccc(Br)c2)cc1C(=O)c1ccco1
39	COc1ccc(OCC(=O)N2N=C(C(F)F)CC2(O)C(F)F)cc1 (stereo not drawn)
40	N#CCCN(CC(=O)O)S(=O)(=O)c1ccccc1

entry no.,33,34,35,36,37,38,39,40
EBV gp42 block,-26,-8,-9,-10,43,3,-3,-8
zfTRPN1 agonist,0.1,-0.3,-0.1,-0.5,3.0,0.1,-0.5,1.2
KCC2 mod,0.57,1.3,-1.2,-1.1,x,x,-1.5,0.64
TRPML3 ag,0.9,1.1,0.2,0.2,0.6,-0.1,0.2,0.4
PPC-1+TRAIL kill,24,-3,6,7,30,26,9,26
m-calpain inh,-9,-96,-21,-4,15,19,4,-7
Furin inhibitor,-14,-30,-10,-17,-29,-11[20 µM],-11,-12
thrombin 1536,x,-5,-5,-9,0,-2,-8,3
Tb hexokinase,2,-4,-8,-2,-2,-2,0,3

41	Cc1ccc(-c2csc3nnc(SCC(=O)NCc4ccc5c(c4)OCO5)n23)cc1
42	O=C(NC(Cc1ccccc1)C(=O)O)/C(=C\c1ccco1)NC(=O)c1ccccc1Br (stereo not drawn)
43	C/C(=N\OC(=O)NC(C)C)c1sc(-c2ccc(Cl)cc2)nc1C
44	CC(=O)Nc1ccccc1OC(C)C(=O)NC(C)c1ccc(F)cc1 (stereo not drawn)
45	CC(C)(C)c1ccc(CS(=O)CC(O)CO)cc1 (stereo not drawn)
46	CC1=NN(c2ccc(S(=O)(=O)O)cc2Cl)C(=O)C1
47	CC(=O)/C(N=Nc1cc2c(c([N+](=O)[O-])c1C)C(C)(C)CC2(C)C)=C(\C)O
48	O=C(O)/C=C\C(=O)Nc1ccccc1F
49	O=C1CCC/C1=C/Nc1ccc(Cl)cc1
50	Cn1c(=O)c2cc(S(=O)(=O)Nc3cccc(F)c3)ccc2n(C)c1=O
51	CCOc1ccc2nc(N3CCC(C(=O)N4CCN(c5ccccn5)CC4)CC3)sc2c1

entry no.,41,42,43,44,45,46,47,48,49,50,51
EBV gp42 block,-12,5,0,-7,-23,-12,-1,4,-9,1,-6
zfTRPN1 agonist,-1.9,-0.2,-0.3,0.3,2.9,2.4,1.2,0.9,0.9,1.6,11
KCC2 mod,-0.036,0.015,-1,-0.38,0.23,-0.56,x,0.95,-2,x,-1.1
TRPML3 ag,-0.8,0.5,-1.1,0.5,0.6,0.2,0.3,0.2,0.7,0.4,4.3
PPC-1+TRAIL kill,-22,9,5,-12,7,12,-12,8,26,19,41
m-calpain inh,29,-11,1,12,-11,-19,6,-12,-6,-4,-9
Furin inhibitor,-20[20 µM],-30,-7[20 µM],-19,-13,-20,-6,-18,-8,-19[20 µM],-18
thrombin 1536,-7,-8,19,-8,-1,-5,-10,3,-2,-1,-8
Tb hexokinase,5,-8,-14,7,0,-9,-21,-4,-22,-5,-9

# Assay outcomes as filed in PubChem BioAssay.
